Screening results from PubChem BioAssay.
TNAP inh noacc: inhibitors of human TNAP without phosphate acceptor; AID 1012; purified TNAP, CDP-star luminescence, 30 min; inhibition, % at 20 µM; P05186; actives 0.26% (n = 200,000);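 active means tissue-nonspecific alkaline phosphatase inhibition above about 50% at 20 µM in the single-dose screen, limit read from the data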;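 further: 0% = DMSO negative control and 100% = EDTA positive control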
Target sequence (P05186 whole entry, looked up): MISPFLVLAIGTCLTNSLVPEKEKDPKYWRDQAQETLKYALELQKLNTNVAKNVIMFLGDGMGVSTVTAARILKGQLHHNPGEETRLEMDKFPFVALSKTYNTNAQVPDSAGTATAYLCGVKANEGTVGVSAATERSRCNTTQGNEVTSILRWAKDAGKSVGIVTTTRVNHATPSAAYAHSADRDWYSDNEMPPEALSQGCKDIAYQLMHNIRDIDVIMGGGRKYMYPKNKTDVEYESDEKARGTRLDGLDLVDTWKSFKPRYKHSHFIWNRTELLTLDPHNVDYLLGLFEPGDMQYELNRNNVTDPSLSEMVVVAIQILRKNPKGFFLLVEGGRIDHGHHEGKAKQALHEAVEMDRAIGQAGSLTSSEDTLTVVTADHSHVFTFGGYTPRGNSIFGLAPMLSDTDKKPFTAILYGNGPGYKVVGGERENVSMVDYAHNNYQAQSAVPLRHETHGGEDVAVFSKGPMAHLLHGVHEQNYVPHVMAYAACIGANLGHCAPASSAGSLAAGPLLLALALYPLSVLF
PMI act hi M6P: PMI (human) activation, high substrate | P34949 | coupled PMI enzyme assay, resazurin fluorescence, 20 min; stronger effect = higher value; 1 = untreated enzyme, 0 = substrate-free blank | activation factor at 20 µM | actives 0.34% (n = 190,000) | AID 1216;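 active means activation factor of 2 or more at 20 µM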
Target sequence (P34949 whole entry, looked up): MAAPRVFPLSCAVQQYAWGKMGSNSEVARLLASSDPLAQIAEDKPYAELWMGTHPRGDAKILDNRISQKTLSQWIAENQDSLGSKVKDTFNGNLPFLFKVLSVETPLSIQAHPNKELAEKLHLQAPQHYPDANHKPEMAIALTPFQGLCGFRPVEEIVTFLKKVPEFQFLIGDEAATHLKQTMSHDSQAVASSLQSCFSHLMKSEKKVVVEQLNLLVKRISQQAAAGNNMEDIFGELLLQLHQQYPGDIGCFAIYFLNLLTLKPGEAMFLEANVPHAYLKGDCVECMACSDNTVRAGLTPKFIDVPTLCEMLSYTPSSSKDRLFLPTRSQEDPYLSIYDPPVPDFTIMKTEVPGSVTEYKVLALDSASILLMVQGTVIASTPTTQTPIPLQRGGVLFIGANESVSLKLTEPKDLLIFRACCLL
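Material: human phosphomannose isomerase with PGI, G6PDH, diaphorase coupling enzymes / Reagent: Man-6-P substrate 1.0 mM / Dosing: single compound dose of 20 µM, 1% DMSO final / Incubation: enzyme reaction with compound 20 min at room temperature / Signal: resorufin fluorescence (Ex 544/Em 590 nm) from resazurin via diaphorase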
TNAP act hiacc: increases human TNAP activity under high phosphate acceptor concentration; P05186; purified TNAP, CDP-star luminescence, 1 M DEA, 30 min; stronger effect = higher value; 0 = EDTA background, 1 = DMSO-only activity; activation factor at 20 µM; 200,000 tested, under 10 active;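 active means activation factor at least 2 at 20 µM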
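Dosing: 20 µM single point. System: human TNAP. Amount: TNAP 1/800 final. Incubation: 30 min, room temperature. Read-out: TNAP activation factor scaled between EDTA and DMSO control wells. Signal: luminescence from CDP-star hydrolysis. Medium: 1 M DEA, pH 9.8, Mg2+, Zn2+. Control set: EDTA negative control, DMSO positive control.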
bIAP inh: intestinal alkaline phosphatase (bovine) inhibition; purified bovine IAP, CDP-star luminescence, 30 min; inhibition, % at 20 µM; 190,000 tested, under 10 active;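 active means over 50% inhibition of intestinal alkaline phosphatase at 20 µM in the single-dose screen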
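System: purified bovine intestinal alkaline phosphatase (IAP) enzyme; Input: IAP diluted 1/65,000,000 in the well; Measured by: CDP-star luminescence signal; Compound dosing: 20 µM single dose; Incubation: 30 min reaction at room temperature.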
TNAP inh hiacc: TNAP (human) inhibition, high acceptor; purified TNAP, CDP-star luminescence, 1 M DEA; actives 0.03% (n = 200,000); inhibition, % at 20 µM; P05186; AID 1135;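 active means over 50% inhibition of tissue-nonspecific alkaline phosphatase at 20 µM in the single-dose screen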;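 further: plate controls were DMSO wells for no effect and EDTA-quenched wells as full inhibition for full effect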
Lmaj promast: Leishmania major promastigote growth inhibition; Leishmania major promastigotes, resazurin fluorescence viability; inhibition, % at 10 µM; actives 9% (n = 200,000); AID 1063; in the data active means inhibition above about 50%;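 further: promastigotes grown with compound for 44 hours at 28 °C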
Diaph act CS: counter-screen for diaphorase-based assays: diaphorase activators and chemical reducers; Diaphorase/resazurin coupled assay, resorufin fluorescence, 16 min; stronger effect = higher value; 1 = vehicle wells, 0 = NADH-free wells; activation factor at 20 µM; actives 0.005% (n = 190,000); AID 1229;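 active means diaphorase activity raised at least twofold by the compound at 20 µM; inactive means activation factor below 2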
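Material: Purified diaphorase enzyme from Clostridium kluyveri | Buffer or medium: 50 mM HEPES pH 7.4 with 4.542 mM MgCl2, 0.005% Tween 20 | Times: 16 min enzyme reaction, ambient temperature | Signal: Red resorufin fluorescence at 544/590 nm excitation/emission | Measure: Increased resorufin signal from activators or reducing compounds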
bIAP act: intestinal alkaline phosphatase (bovine) activation; actives 0.17% (n = 200,000); activation factor at 20 µM; AID 1016; purified bovine IAP, CDP-star luminescence, 30 min; stronger effect = higher value; fold of DMSO-control signal, blank-subtracted;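 active means activation factor of 2 or more at 20 µM, a signal rise over negative controls twice the positive control's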
Diaphorase inh: inhibits diaphorase or chemically oxidizes, flagging diaphorase assay artifacts; inhibition, % at 20 µM; diaphorase resazurin-to-resorufin fluorescence, NADH, 16 min; bacterial (C. kluyveri) enzyme, not human; AID 1217; actives 0.69% (n = 190,000);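 active means primary screen inhibition at 20 µM above a set limit, cut at about 50% in these data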;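 further: plate controls were DMSO with full reaction for no effect and wells lacking NADH for full effect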
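Test system: bacterial diaphorase enzyme (C. kluyveri); Quantity: 0.14 U/mL diaphorase, enzyme working solution; Times: reaction incubation of 16 min at room temperature; Measured by: fluorescence of resorufin formed from resazurin, Ex 544/Em 590 nm; Benchmarks: positive control minus NADH, DMSO neutral control.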
PMI activator: increases human mannose-6-phosphate isomerase activity; activation factor at 20 µM; purified human PMI, coupled resazurin fluorescence, 20 min; stronger effect = higher value; 1 = vehicle control, 0 substrate-free wells; actives 0.005% (n = 190,000);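 active means activation factor of 2 or more at 20 µM, relative to plate controls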
The depositor's hits bear a star.

entry	Molecule	TNAP inh noacc	PMI act hi M6P	TNAP act hiacc	bIAP inh	TNAP inh hiacc	Lmaj promast	Diaph act CS	bIAP act	Diaphorase inh	PMI activator
1	COc1ccc(CCNC(=O)c2ccc(-c3ccc([N+](=O)[O-])cc3Cl)o2)cc1OC	-11	0.7	0.9	-31	5	1	0.7	1.3	27	0.7
2	Cc1cc(N(C)C)c(C#N)c(N2CCCCC2)n1	-16	1	1.1	7	-8	1	0.8	0.9	22	0.9
3	O=C(NCc1ccco1)C1CCN(C(=O)Cc2ccccc2)CC1	-9	1	1	6	-2	-5	0.9	0.9	6	0.9
4	N#Cc1ccccc1NC(=O)COC(=O)COc1ccccc1[N+](=O)[O-]	-6	1	1	6	2	-4	1.1	0.9	-9	1.1
5	Cc1ccc(-n2nc(C)c3c(=O)[nH]c(C(F)(F)F)nc32)cc1	-1	1	1	-3	0	25	0.9	1	10	1.1
6	CCOC(=O)c1c(NC(=O)CN2C(=O)NC3(CCC(C)CC3)C2=O)sc(C)c1-c1ccc(C)cc1 (configuration not stated)	0	1.2	1.1	0	-10	-3	1.2	1	-16	1.2
7	CC1Cc2ccccc2N1C(=O)CO/N=C/c1ccc(OC(F)F)cc1 (configuration not stated)	-10	0.9	1.1	3	-5	-8	0.8	1	19	0.8
8	CCOc1ccc(S(=O)(=O)N(C)c2ccc(OCC(=O)NC3=NCCS3)cc2)cc1	-4	1	1	-14	-2	-1	0.9	1.1	13	1
9	COc1ccccc1OCC(=O)NN=C(Cc1ccccc1)Cc1ccccc1	-7	0.9	1.1	-4	-5	36	1	1	4	1
10	Cc1ccc(OCC(=O)O/N=C(\N)c2ccccn2)cc1	-5	0.9	1	-3	-2	2	0.9	1	13	0.9
11	Cc1cc(=O)[nH]c(SCC(=O)Nc2ccc(F)cc2)c1C#N	-9	0.9	1	-8	-5	-7	0.9	1.1	10	1
12	Cc1cc(-c2nc3ncccc3o2)ccc1NC(=S)NC(=O)C(C)C	-2	0.9	1	-9	1	-2	0.9	1.1	12	0.9
13	CCCc1cc(C(=O)Nc2cc(OC)c(Cl)cc2OC)no1	-6	0.9	1	1	1	-7	0.8	1	20	0.9
14	COc1ccc(COC(=O)N/C=C/c2ccco2)cc1	-52	1.4	1	-7	-2	-1	0.9	1.1	6	1.4
15	CC1CN(C(=O)COC(=O)c2cc([N+](=O)[O-])ccc2Cl)CC(C)O1 (configuration not stated)	-10	1.1	1	-2	0	-12	1	1	-2	1.1
16	Cc1ccc2nc(-c3cccc(Br)c3)cc(C(=O)Nn3cnnc3)c2c1	4	1	1	-2	1	-6	0.9	1	10	1.1
17	COc1ccccc1C(=O)Nc1ccc(S(=O)(=O)N2CCc3ccccc32)cc1	-14	0.9	1.1	22	-6	80*	0.8	0.8	21	0.9
18	COc1ccccc1C1CC(c2ccc(Br)cc2)=NN1C(=O)c1cccnc1 (configuration not stated)	0	1	1	21	-3	51*	0.9	0.8	8	0.9
19	CC(=O)c1cc(CN2CCN(C3CCCCC3)C(CCO)C2)cs1 (configuration not stated)	-3	1	1	-8	-1	18	1.1	1.1	-8	1
20	O=C(Nc1ccc(N2CCOCC2)c(Cl)c1)c1ccc(Br)o1	-8	0.9	1	3	-2	12	0.8	1	18	0.8

Next structures:
entry	Molecule	TNAP inh noacc	PMI act hi M6P	TNAP act hiacc	bIAP inh	TNAP inh hiacc	Lmaj promast	Diaph act CS	bIAP act	Diaphorase inh	PMI activator
21	C=CCSc1nc(C)cc(/C=C\c2ccccc2)c1C#N	-10	1	1	8	-4	-2	1	0.9	-1	1.1
22	O=C(O)CCS(=O)(=O)c1cc(Br)cc2c1N(C(=O)C1CC1)CC2	-3	1	1	-16	2	-3	0.9	1.2	9	1.2
23	O=C(N/N=C/c1c(O)ccc2ccccc12)c1cccc(C(F)(F)F)c1	-47	0.9	0.9	7	11	97*	0.8	0.9	18	1
24	COc1ccc(/C=C/C(=O)N[C@@H](C)C(=O)O)cc1	-9	1	1.1	-6	-8	-5	0.9	1.1	11	1.1
25	Cc1onc(-c2c(F)cccc2Cl)c1C(=O)OCC(=O)NC(=O)NCC(C)C	-10	1	1	-8	-3	10	0.9	1.1	8	1
26	CNC(=O)NC(=O)C(C)OC(=O)c1oc2ccccc2c1CSc1ccc(Cl)cc1 (configuration not stated)	-4	1.1	0.9	-5	7	-6	1	1.1	-3	1
27	O=C(O)[C@@H]1CCCN1C(=O)c1ccco1	-10	0.9	1	11	4	5	0.9	0.9	5	0.8
28	Cc1ccc(CN2CCN(/N=C\C=C\c3ccccc3)CC2)cc1	-12	1	1	-1	-2	48	0.9	1	6	1
29	COC(=O)c1cccnc1N1CCN(c2ccccc2F)CC1	-8	0.8	1	-5	2	-6	0.9	1.1	10	0.8
30	Cn1c(CNC(=O)Cc2ccc3c(c2)OCO3)nnc1SCc1ccccc1	-7	1	1	-2	-2	-1	0.9	1	7	1
31	CC1=C(C(=O)OCCNC(=O)c2cccnc2)C(c2cccc([N+](=O)[O-])c2)C(C(=O)OCCN(C)C)=C(C)N1 (configuration not stated)	-7	1	1.1	5	-7	-1	0.9	0.9	10	1
32	Cc1ccc(NC(=S)Nc2cccc3cnccc23)c(C)c1	-5	0.7	1	0	0	19	0.4	1	59*	0.6
33	FC(F)(F)c1cnc(-c2cnc(-c3ccccn3)nc2)c(Cl)c1	-14	1.1	1	-4	-4	1	1	1	2	1
34	CCOc1ccc(OCC)c(S(=O)(=O)N2CCOCC2)c1	-8	1.1	1	10	-3	-7	0.9	0.9	5	1
35	CCOc1ccccc1N(C)C(=O)c1nn(-c2ccc(OC)cc2OC)c(=O)c2ccccc12	-2	0.9	1	-12	4	13	0.9	1.1	8	0.9
36	Cc1ccc(Sc2ccc(/C=N/O)cc2[N+](=O)[O-])cc1	0	0.9	1	13	2	4	0.8	0.9	19	0.8
37	Cc1c(C2CC(=O)N(c3ccccc3)C2=O)[nH]n(-c2ccccc2)c1=O (configuration not stated)	3	1.4	1	-6	-4	15	1	1.1	-1	1.4
38	CCn1c(SCC(=O)NC(C)C)nnc1-c1cccs1	-4	0.9	1	5	-1	-5	0.9	1	10	0.9
39	CCN(CC)C(C)C(=O)Nc1c2c(cc3c1CCC3)CCC2 (configuration not stated)	-7	1.1	1	8	-5	9	1	0.9	3	1.2
40	O=C(C1=C(O)C(=O)N(CCc2ccccc2)C1c1cccnc1)c1ccco1 (configuration not stated)	-6	1.3	1	1	-4	-3	0.9	1	11	1.1

Shown screen by screen: 2 of the compounds above
32	Cc1ccc(NC(=S)Nc2cccc3cnccc23)c(C)c1
33	FC(F)(F)c1cnc(-c2cnc(-c3ccccn3)nc2)c(Cl)c1

Assay by compound | 32 | 33
TNAP inh noacc | -5 | -14
PMI act hi M6P | 0.7 | 1.1
TNAP act hiacc | 1 | 1
bIAP inh | 0 | -4
TNAP inh hiacc | 0 | -4
Lmaj promast | 19 | 1
Diaph act CS | 0.4 | 1
bIAP act | 1 | 1
Diaphorase inh | 59* | 2
PMI activator | 0.6 | 1

Next part.
entry	Molecule	TNAP inh noacc	PMI act hi M6P	TNAP act hiacc	bIAP inh	TNAP inh hiacc	Lmaj promast	Diaph act CS	bIAP act	Diaphorase inh	PMI activator
41	Oc1[nH]c2ccccc2c1C=Nc1ccc2c(c1)OCO2	-5	0.9	1	23	-1	0	0.8	0.8	19	0.8
42	CC(=O)CC(=O)NC1C2CC3CC(C2)CC1C3 (configuration not stated)	-7	1	1	4	-3	-4	0.9	1	8	1.1
43	CC(C)CNS(=O)(=O)c1ccc(OCC(=O)Nc2ccc3c(c2)OCO3)c(Cl)c1	-8	0.9	1	9	0	-4	0.9	0.9	14	0.9
44	COc1ccccc1CNC(=O)c1ccc(C)s1	-1	1	1	4	0	-7	0.9	1	8	0.9
45	COc1ccc(-n2c(Cc3cc(=O)[nH]c(=O)[nH]3)nnc2SCC(=O)Nc2cc(C(F)(F)F)ccc2Cl)cc1	-7	1	1.1	-2	-6	-2	0.9	1	14	1
46	COc1ccc(C(=O)C2CCCN(S(=O)(=O)C(C)C)C2)c(C)c1 (configuration not stated)	-6	0.9	1	7	-2	-7	0.8	0.9	19	1
47	O=C(Nc1ccc2c(c1)OCO2)c1cc2nc(C3CC3)cc(C(F)(F)F)n2n1	-8	0.8	1	4	-2	-4	0.9	1	14	1
48	COc1ccc(N(CC(=O)NCC2CCCO2)S(=O)(=O)c2c(C)noc2C)cc1 (configuration not stated)	1	1	1	-5	-5	-5	1	1	-2	1.1
49	COc1ccc2c(c1)c(C(O)CN1CCC(Cc3ccccc3)CC1)c(C)n2C (configuration not stated)	-12	1	1.1	-5	-9	21	0.9	1	11	1
50	Cc1ccc(NC(=O)CCc2nc3ccccc3s2)c(O)c1	2	0.9	1	-17	1	2	1	1.2	3	1
51	O=C(O)c1ccc2c(c1)ncn2C1CCCCC1	2	0.9	1	15	-5	-3	0.9	0.8	8	0.9
52	N#Cc1ccc(NC(=O)CN2C(=O)NC(Cc3ccccc3)C2=O)cc1 (configuration not stated)	-7	1	1	16	-3	-4	0.8	0.8	18	0.9
53	O=C(N/N=C/c1cccnc1)C(O)(c1ccccc1)c1ccccc1	-8	1	1	4	0	-4	0.9	1	7	1
54	O=C(/C=C/c1ccccc1)Nc1ccc(N2CCCCC2)cc1	-7	1	1	-8	1	7	0.9	1.1	5	1.1
55	Cc1ccc(NC(=O)Cn2cc(S(=O)(=O)c3ccc(C)cc3)c(=O)c3cc(F)ccc32)cc1	-12	1.1	1.1	17	-6	-6	1	0.8	-2	1.1
56	O=C(CCSCCc1ccccn1)Nc1nccs1	-6	1	1	5	-4	-4	0.9	1	13	1
57	COc1ccc(/C=C(/C#N)c2cccnc2)cc1OC	-8	1	1	12	0	5	0.9	0.9	14	1
58	C=C(C)COc1ccc2c(CC)cc(=O)oc2c1	-7	1	1	7	-5	10	1.1	0.9	-12	1
59	CCS(=O)(=O)NCC(c1cccnc1)N1CCN(c2ccccc2)CC1 (configuration not stated)	0	1	1	-3	-4	38	1	1	-4	0.9
60	C=CCSc1[nH]c(=O)cc(C)c1C(N)=O	-16	0.9	1.1	16	-9	1	0.8	0.8	24	0.9
61	O=C(CSc1nnc(-c2cccnc2)s1)Nc1cccc(C(=O)O)c1	-11	1.1	1	2	-2	-4	1	1	-2	1
62	CC(=O)Nc1ccc(NC(=O)C2CCN(C(=O)c3ccc([N+](=O)[O-])cc3)CC2)cc1	-3	0.9	1	-5	-1	1	0.9	1.1	8	1
